Eya2 inh: qHTS Assay for Inhibitors of the Phosphatase Activity of Eya2; hit rate 0.006% among 330,000; recombinant Eya2, OMFP fluorescence dephosphorylation (OMFP is methylfluorescein phosphate); AID 488837, 2010; Potency, µM (series often up to 76.9 µM), for inactives: at the top dose activity, negative = inhibition, most hits filed as inhibitors; Protein phosphatase EYA2 (Homo sapiens), O00167; further: potency means the concentration at half of the fitted maximal effect; on the % scale 0 is the no-effect control and ±100 the full control effect
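Eya2 (0.2 uM) preincubated 10 min at ambient with compound, then OMFP substrate added at 50 uM; 10 min reaction in 50 mM HEPES pH 7.5, 50 mM NaCl, 5 uM MgCl2, 0.05% BSA, 1 mM DTT. Fluorescence read at Ex 485/Em 525 nm.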
GALK inhibitor: qHTS Assay for Inhibitors of Human Galactokinase (GALK); P51570; Purified GALK, Kinase-Glo residual ATP luminescence; Potency, µM (doses to about 57.5 µM), without a hit: top-dose activity change, negative = inhibition, hits mostly inhibitors; hit rate 0.007% among 270,000; AID 1868, 2009; further: potency means the concentration at half of the fitted maximal effect; on the % scale 0 is the no-effect control and ±100 the full control effect
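Human GALK (5 nM) with 35 uM ATP and 100 uM galactose in 20 mM HEPES pH 8.0, 5 mM MgCl2, 60 mM NaCl, 1 mM DTT, 0.01% BSA. After 1 h at room temperature, leftover ATP was read by Kinase-Glo Plus luminescence.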
Chronic BCR inh: qHTS Assay to Find Inhibitors of Chronic Active B-Cell Receptor Signaling | ABC-DLBCL IkBa-CBG/CBR reporter, luminescence ratio, 4 h | Potency, µM (top dose mostly 46.1 µM), for the others: top-dose ratio change, negative = lower green/red ratio, usual class: inhibitors | hit rate 0.05% among 340,000 | AID 493014, 2011; active means well fitted inhibition curve with a large enough effect in the signal ratio, with a control signal flat, not every such curve was filed as active; inconclusive means small, poorly fitted or top-dose-only effect, or effect the other way, or a change in a side signal; the % refers to the signal ratio;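 further: potency means the concentration at half of the fitted maximal effect; plate controls were basal doxycycline-induced cells for no effect and cells given 10 µM MG132 for full effect; MG132 reads +100%, hits lower the ratio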
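Compounds up to 46 uM were incubated four hours with TMD8 cells whose green CBG68 luciferase is fused to IkappaBalpha; red CBR luminescence normalised the signal, and concentration-effect curves were fitted to fusion, red and ratio data.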
TSHR antag: Antagonists of the Thyroid Stimulating Hormone Receptor: HTS campaign; TSHR-expressing cells, TSH-stimulated cAMP HTRF, 2 h; hits give low values; hit rate 0.2% among 330,000; activity change, negative = inhibition, % at 11.5 µM;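 active means activity change below a set negative limit, meaning inhibition stronger than a set level, cut at about -70% in these data; inconclusive means activity change between two set negative limits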; further: on the % scale 0 is the no-effect control and ±100 the full control effect
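Cell-based HTRF cAMP assay; TSHR cells + compound, TSH EC80 (4nM final), 2 h, 37 deg C. Lysis with anti-cAMP cryptate and cAMP-d2, 30 min RT, read 665/620 nm.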
Mito fusion yeast: qHTS Assay for Small Molecule Inhibitors of Mitochondrial Division or Activators of Mitochondrial Fusion; S. cerevisiae fusion-defective mutant growth rescue, CellTiterGlo 48 h; Potency, µM (doses to about 46.1 µM), for the others: at the top dose growth rescue (activation), usual class: activators; hit rate 0.23% among 320,000;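 further: potency means the concentration at half of the fitted maximal effect; % of control where 0% means no effect; nearly all actives have a fitted effect of over 45% in size; temperature-sensitive fusion mutants such as fzo1-1 at 37 °C on non-fermentable ethanol glycerol medium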
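Yeast fusion mutant, YPEG (non-fermentable carbon), compound, 48 h at 37C non-permissive; CellTiterGlo added, 10 min RT, luminescence read. Rescued growth = division inhibition.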
Menin MLL FP TR: qHTS Assay for Inhibitors Targeting the Menin-MLL Interaction in MLL Related Leukemias: Competition With Texas Red Labeled MLL-derived Mutant Peptide | Potency, µM (series often up to 61.6 µM), for inactives: top-dose FP activity change, negative = inhibition, usual class: inhibitors | hit rate 0.23% among 270,000 | O00255 | Menin + Texas Red MLL mutant peptide, fluorescence polarization | AID 1768, 2009; active means well fitted inhibition curve with a large enough effect in the polarisation, with a control signal flat, not every such curve was filed as active; inconclusive means small, poorly fitted or top-dose-only effect, or effect the other way, or a change in a side signal; inactive means no such curve, though single readings can be large or run the other way; the % refers to the polarisation; further: potency means the concentration at half of the fitted maximal effect; % of control where 0% means no effect; many of its hits are not listed in these tables
KCNH2 WT inh: qHTS for Inhibitors of KCHN2 3.1: Wildtype qHTS. Voltage-gated inwardly rectifying potassium channel KCNH2 (Homo sapiens), Q12809. U2OS, BacMam KCNH2, thallium flux FluxOr; hits give low values. activity change, % at 1.84 µM. hit rate 0.37% among 340,000. AID 720551, 2013;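 active means maximum activity change below -70%; inconclusive means maximum activity change between -70% and -50%; inactive means maximum activity change above -50%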; further: on the % scale 0 is the no-effect control and ±100 the full control effect
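U2OS cells were transduced with wild-type KCNH2 virus (2.03 x 10^8 / mL) for 4 h at room temperature, then cultured overnight at 37 C. Thallium flux was read with FluxOr dye. Rate constants were normalized to DMSO controls.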
S-ASM inh: Inhibitors of Secretory Acid Sphingomyelinase (S-ASM): qHTS. Sphingomyelin phosphodiesterase (Homo sapiens), P17405. placental ASM, HMU-PC fluorogenic substrate, 60 min. Potency, µM (doses to about 57.5 µM), without a hit: at the highest dose activity change, negative = inhibition, usual class: inhibitors. hit rate 0.006% among 340,000; further: potency means the concentration at half of the fitted maximal effect
Target sequence (P17405 47-631 limits assumed): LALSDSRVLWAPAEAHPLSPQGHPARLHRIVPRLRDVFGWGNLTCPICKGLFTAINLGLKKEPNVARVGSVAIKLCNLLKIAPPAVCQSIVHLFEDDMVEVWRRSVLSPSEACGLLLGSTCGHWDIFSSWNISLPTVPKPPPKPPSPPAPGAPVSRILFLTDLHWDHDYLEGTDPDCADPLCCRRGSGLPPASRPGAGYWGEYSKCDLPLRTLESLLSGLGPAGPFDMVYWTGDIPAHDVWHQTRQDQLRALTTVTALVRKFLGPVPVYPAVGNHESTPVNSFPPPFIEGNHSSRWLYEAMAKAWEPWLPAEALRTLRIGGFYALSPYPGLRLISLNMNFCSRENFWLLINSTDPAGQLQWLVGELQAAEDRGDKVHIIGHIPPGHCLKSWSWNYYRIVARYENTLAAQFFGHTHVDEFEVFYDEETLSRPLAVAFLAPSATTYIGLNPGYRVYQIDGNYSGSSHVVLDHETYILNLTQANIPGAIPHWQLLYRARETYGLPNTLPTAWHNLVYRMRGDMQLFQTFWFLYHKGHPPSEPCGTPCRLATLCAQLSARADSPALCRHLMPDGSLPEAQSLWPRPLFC
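qHTS format. ASM enzyme prepared from human placenta hydrolyses the fluorogenic substrate HMU-PC0 (9 uM final) over 60 min at 37 °C after a 10 min compound preincubation.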
MBNL1 CUG block: qHTS Assay for Inhibitors of MBNL1-poly(CUG) RNA binding; Potency, µM (titrated, usually from 57.5 µM), without a hit: at the highest dose activity change, negative = inhibition, usual class: inhibitors; Muscleblind-like protein 1 (Homo sapiens), Q9NR56; hit rate 0.036% among 280,000; TR-FRET MBNL1-His/biotin-(CUG)12 binding, 665/545 ratio; active means well fitted inhibition curve with a large enough effect in the signal ratio, with a control signal flat, not every such curve was filed as active; inconclusive means small, poorly fitted or top-dose-only effect, or effect the other way, or a change in a side signal; inactive means no such curve, though single readings can be large or run the other way; the % refers to the signal ratio; further: potency means the concentration at half of the fitted maximal effect; on the % scale 0 is the no-effect control and ±100 the full control effect
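Compound titration spanned 92 nM–58 uM against the MBNL1-His/biotin-(CUG)12 complex. After 60 min at room temperature with 5 nM streptavidin-XL665 and 0.055 ng/ul terbium anti-His, ratiometric 665/545 nm emission (Ex 340 nm) normalized to controls.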
PKM2 act: qHTS Assay for Activators of Human Muscle isoform 2 Pyruvate Kinase. Pyruvate kinase PKM (Homo sapiens), P14618. purified PKM2, Kinase-Glo ATP luminescence, activation; response scale: 0% is enzyme alone, no compound. Potency, µM (doses to about 57.5 µM), without a hit: at the top dose activation, hits mostly activators. hit rate 0.34% among 260,000. AID 1631, 2009; further: potency means the concentration at half of the fitted maximal effect; on the % scale 0 is the no-effect control and ±100 the full control effect; nearly all actives have a fitted effect of over 55% in size
Target sequence (P14618 whole entry, looked up, canonical isoform): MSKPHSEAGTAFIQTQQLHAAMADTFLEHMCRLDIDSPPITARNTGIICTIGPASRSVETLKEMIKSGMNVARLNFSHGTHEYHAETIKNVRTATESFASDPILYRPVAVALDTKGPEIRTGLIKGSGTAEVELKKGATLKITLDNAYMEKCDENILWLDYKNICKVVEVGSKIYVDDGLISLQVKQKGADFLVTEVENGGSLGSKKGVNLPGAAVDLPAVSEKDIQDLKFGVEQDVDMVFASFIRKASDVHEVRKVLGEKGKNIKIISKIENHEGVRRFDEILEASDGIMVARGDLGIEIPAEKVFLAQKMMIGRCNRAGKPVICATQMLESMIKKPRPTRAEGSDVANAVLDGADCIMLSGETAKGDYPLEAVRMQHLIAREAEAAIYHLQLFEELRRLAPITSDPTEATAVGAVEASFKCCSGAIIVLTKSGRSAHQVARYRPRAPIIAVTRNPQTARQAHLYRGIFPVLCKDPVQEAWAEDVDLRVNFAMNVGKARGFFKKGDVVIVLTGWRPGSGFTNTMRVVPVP
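hPK-M2, >95% pure; 0.1 mM ADP / 0.5 mM PEP final; imidazole pH7.2 buffer w/ 7 mM MgCl2, 50 mM KCl; 1 h RT; Kinase-Glo lum. Intermediate enzyme activity for dual inhibitor/activator qHTS.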
USP2a inh: qHTS Assay for Inhibitors of Ubiquitin-specific Protease USP2a Using CHOP2 as the Reporter. Potency, µM (series often up to 38.3 µM), inactives show top-dose activity change, negative = inhibition, most hits filed as inhibitors. AID 463254, 2010. hit rate 0.01% among 330,000. USP2 core, Ub-CHOP2 coupled fluorogenic reporter, 485/531;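 further: potency means the concentration at half of the fitted maximal effect; plate controls were DMSO wells for no effect and full inhibition by NEM control for full effect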
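Deubiquitinase activity read as fluorescence (485/531 nm) after Ub-CHOP2 cleavage activates the enterokinase reporter on its substrate; USP2 core 10nM, Ub-CHOP2 and substrate 25nM each, 30min compound preincubation then 60min RT; data normalized to NEM, curves fitted.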
Active calls of the source: *; i = inactive; ? = inconclusive; nt = no result given. Unless noted, the call rests on the fitted dose curve; in most records, active means well fitted curve in the direction sought with a large enough effect; inconclusive means small, poorly fitted or top-dose-only effect, or another doubt; inactive means no such curve, though single readings can be large; an effect the other way counts as inactive or inconclusive.

SMILES | Eya2 inh | GALK inhibitor | Chronic BCR inh | TSHR antag | Mito fusion yeast | Menin MLL FP TR | KCNH2 WT inh | S-ASM inh | MBNL1 CUG block | PKM2 act | USP2a inh
CC(=O)Nc1ccc(C(=O)OCC(=O)N2CC3(C)CC2CC(C)(C)C3)cc1 (configuration not stated) | -1.7% | nt | 2.4% | -9.2 | nt | nt | -4.2 | -0.1% | nt | nt | 2.6%
O=C(CSc1nnc(COc2ccccc2Cl)o1)NC(=O)NC1CCCC1 | 3.5% | -1.4% | -4.0% | 6.1 | 0.9% | 2.0% | 5.9 | -10.5% | -3.6% | -3.1% | -0.2%
CCOC(=O)c1cnn(CCOC(=O)c2ccc(OC)cc2)c1NC(=O)c1ccc(OC)cc1 | -7.7% | 0.0% | ? | 3.0 | 4.5% | -0.3% | 11.5 | 0.7% | nt | 1.0% | 1.2%
COc1ccc(N(CC(=O)N/N=C(\C)c2ccc(OC)c(OC)c2)S(=O)(=O)c2ccccc2)cc1 | -6.8% | -2.8% | ? | 4.8 | -8.4% | ? | 3.2 | -3.9% | -4.5% | nt | 3.8%
O=C(Nc1cc(S(=O)(=O)N2CCCCC2)ccc1N1CCOCC1)c1cc(=O)[nH]c2ccccc12 | -3.5% | -1.3% | -11.2% | 0.0 | 1.6% | nt | -5.6 | 1.5% | -7.0% | 0.6% | -8.7%
CC(=O)Nc1ncc(Cc2cccc(Cl)c2)s1 | -3.0% | -3.4% | -14.8% | -9.4 | ? | 1.0% | i | 2.0% | -0.8% | -1.4% | 1.1%
COc1ccccc1C(=O)Nc1cccc(-c2cn3ccsc3n2)c1 | 9.3% | 1.5% | -6.4% | -3.2 | 21.0% | 14.2% | nt | nt | -18.6% | 19.8% | -0.5%
COc1ccccc1C(=O)Nc1ccc2oc(-c3ccc(F)cc3)nc2c1 | -30.4% | -3.8% | ? | -17.9 | 3.6% | 17.0% | 2.2 | 10.9% | -3.7% | 0.5% | -1.8%
COc1ccccc1OCc1nnc(SCCN2CCOCC2)o1 | 2.0% | 0.4% | -1.8% | 3.4 | 1.1% | -5.9% | 1.8 | 0.6% | -9.5% | 2.0% | -0.2%
O=C(/C=C/c1ccccc1)Nc1nnc(-c2ccco2)o1 | 3.0% | -3.1% | 8.3% | -3.7 | 0.0% | 11.7% | -8.3 | 6.6% | 11.9% | 0.6% | 11.7%
COc1ccc([C@H]2CC(=O)C=C(c3cc(F)ccc3OC)C2)cc1 | 1.6% | nt | -6.7% | -15.9 | 27.4% | nt | 7.2 | -1.2% | nt | nt | -0.1%
O=C(NCc1ccco1)C1Cc2ccccc2CN1C(=O)c1ccco1 (configuration not stated) | -5.9% | 6.8% | -0.3% | 5.6 | 0.5% | 1.4% | 0.0 | 3.2% | -3.9% | -3.7% | 0.7%
CC(C)(C)OC(=O)N1Cc2[nH]c3ccccc3c2C[C@@H]1C(=O)O | -0.4% | nt | 0.5% | 0.7 | 0.6% | nt | 2.3 | -0.3% | nt | nt | -0.7%
COCC1CCN(C(=O)CCc2nnc(C3(c4ccc(Cl)cc4)CCC3)o2)CC1 | -7.5% | 0.5% | 2.8% | -3.3 | 1.3% | -9.2% | 12.3 | 1.6% | -5.6% | 0.5% | -1.0%
CCc1ccc2[nH]c(=O)c(CN(CCN(C)C)C(=S)NCc3ccco3)cc2c1 | -8.5% | 2.8% | ? | 1.2 | -0.5% | -14.4% | 13.8 | 0.5% | 8.8% | 4.2% | 0.2%
COc1ccc(C2CC(=O)c3sc(N)nc3C2)cc1 (configuration not stated) | -1.7% | 0.1% | -0.6% | -4.5 | 1.0% | 0.3% | -1.2 | -11.1% | 7.7% | -1.1% | 1.1%
CC1CCc2[nH]c3ccc(C(=O)O)cc3c2C1 (configuration not stated) | 7.3% | 0.0% | ? | 4.7 | 4.1% | 22.3% | -5.2 | 0.3% | 10.4% | 1.8% | 3.6%
O=C(N1CCCC1)N1CCN(S(=O)(=O)c2ccccc2)CC1 | -12.6% | -4.1% | -1.4% | -4.6 | 5.8% | 6.1% | 0.1 | 13.3% | -2.3% | nt | 2.2%
COC(=O)c1c(NC(=O)COC(=O)CCNS(=O)(=O)c2ccc(NC(C)=O)cc2)sc(C)c1C | -14.3% | nt | ? | -18.0 | 3.6% | nt | -9.5 | -12.1% | nt | nt | 0.4%
COCCNC(=O)C(c1ccc(F)cc1)N(CC1CCCO1)C(=O)CCC(=O)Nc1ccccn1 (configuration not stated) | -11.1% | -0.6% | 3.1% | 6.1 | -0.9% | 0.5% | 4.3 | -0.3% | -5.3% | -1.4% | -0.4%
O=S(=O)(c1ccc(Cl)cc1)N1CCC(O)(c2cccnc2)CC1 | -25.6% | 0.0% | -1.0% | 6.5 | 0.2% | 0.3% | 8.6 | -0.3% | -1.6% | -4.2% | -2.9%
O=C(Nc1cnn(C23CC4CC(CC(C4)C2)C3)c1)c1cc(-c2ccccc2)on1 | -0.2% | -1.6% | 10.2% | -11.2 | -1.3% | -2.4% | -11.1 | -4.7% | 10.5% | 5.9% | -0.6%
CCC1=NN2C(=N)/C(=C\c3cccn3-c3cccc(Cl)c3)C(=O)N=C2S1 | 12.8% | -1.9% | ? | -7.5 | -5.4% | 9.7% | 5.2 | -23.1% | 11.2% | -1.7% | 1.1%
O=C(CN(c1ccccc1)S(=O)(=O)c1ccccc1)N/N=C/c1ccco1 | -12.0% | 0.1% | -1.1% | -2.3 | -3.9% | -12.1% | -6.1 | 4.7% | 3.0% | 6.9% | -1.3%
O=[N+]([O-])c1ccccc1C1Nc2cccc3cccc(c23)N1 | 1.1% | 0.1% | ? | -12.1 | 4.2% | ? | 17.6 | -9.6% | 25.8% | 2.5% | 0.1%
O=C(O)CCCN1C(=O)c2ccc(C(=O)c3cccc([N+](=O)[O-])c3)cc2C1=O | ? | -0.1% | -3.9% | -0.1 | -6.2% | 3.5% | i | 5.8% | ? | -13.8% | 3.1%
NC(N)=N/N=C/c1ccc(OS(=O)(=O)c2ccccc2)cc1 | -7.2% | -3.6% | ? | 36.8 | 2.4% | 12.6% | nt | -4.6% | -6.2% | 0.3% | 3.3%
Cc1ccc(CN2CCN(Cc3nc4ccccc4nc3C)CC2CCO)cc1 (configuration not stated) | 13.7% | 3.2% | ? | 3.0 | -3.1% | nt | -1.2 | -0.7% | -3.8% | 1.1% | -1.5%
COc1ccc(/C=N/NC(=O)c2cccc([N+](=O)[O-])c2)cc1OC(=O)c1ccc(C)cc1 | -9.1% | nt | 2.9% | -0.1 | 4.6% | ? | -2.0 | -13.4% | 0.7% | 0.7% | -1.1%
Clc1ccc(-c2nnc3sc(Cc4cccs4)nn23)cc1 | -17.4% | 2.3% | ? | -8.6 | ? | ? | 4.5 | -6.3% | -3.0% | ? | -15.5%
O=[N+]([O-])c1nn(-c2ccc3c(c2)OCCO3)n(O)c1=NC1CCCCC1 | 5.3% | -1.3% | ? | -7.7 | 12.6µM* | -5.9% | -3.9 | -11.5% | ? | 0.5% | 1.8%
CCCCCC(=O)Nc1ccc2oc(-c3cncc(Br)c3)nc2c1 | -9.5% | 2.6% | ? | 9.2 | 2.6% | -1.7% | 44.9 | 28.9% | -5.3% | 4.1% | 1.7%

High-throughput results from PubChem BioAssay.

These rows are one share of the data; the hit share may differ from the screen's.
